Pemphigus Ab inh: human desmoglein-3 autoantibody binding inhibition; P32926; DSG3-coupled beads, scFv-anti-DSG3-GFP binding, flow cytometry; hits give low values; actives 0.48% (n = 310,000); binding (percent of control), % at 10 µM;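 active = binding more than 3 SD below its plate's average and above zero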;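 also: hits lower antibody fragment binding to DSG3; some compounds called inactive have numbers as strong as hits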
Arrestin-AP2 inh: blocks beta-arrestin peptide binding to AP2 adaptin; FITC-arrestin peptide / GST-AP2 beads, flow cytometry; AP2 beta2 appendage carries R879A mutation; inhibition, % at 10 µM; actives 0.31% (n = 340,000);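 active = inhibition above a set limit, near 3 SD of compounds lacking own fluorescence, cut at about 54% in these data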;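 also: plate controls were DMSO wells for no effect and 5 µM unlabelled arrestin peptide for full effect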
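System: GST-AP2 R879A glutathione beads. Medium: PBS with 0.05% Tween 20 and 0.1% BSA. Also added: FITC-arrestin peptide, 50 nM. Incubation: 12 min plus 1 h, RT. Measured by: high-throughput flow cytometry of beads, ex 488, em 535 nm. Evaluation: percent drop in bead-associated FITC signal.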
LANA DNA inh: inhibitors of KSHV LANA C-terminal domain DNA binding | inhibition, % at 9 µM | MBP-C-LANA/FAM-LBS DNA binding, fluorescence polarization | AID 504423 | actives 0.078% (n = 340,000);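 active = highest replicate inhibition at or above 60% at 9 µM, even if other replicates fall short; inactive = all replicates below 60% inhibition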;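 also: 0% = neutral control wells and 100% = 4 µM acridine orange control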
RTF Ca sens inh: cardiac RTF calcium desensitization; P19429+P45379; IANBD-labeled cardiac RTF, Ca2+ fluorescence; inhibition, % at 7.15 µM; actives 0.12% (n = 340,000); AID 493244;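 active = inhibition above the mean inhibition of all tested compounds plus 3 SD, cut at about 17% in these data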;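 also: assay run at fixed EC70 calcium of 1.6 mM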
cardiac RTF act: cardiac RTF calcium sensitization | P19429+P45379 | IANBD-labeled TnC RTF fluorescence at EC20 calcium; 0% EC20 calcium, 100% full calcium | activation, % at 7.2 µM | actives 0.24% (n = 340,000) | AID 493008;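 active = activation above the mean over all tested compounds plus 3 SD, cut at about 30% in these data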;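 also: rise in fluorescence read as greater calcium sensitivity of cardiac thin filaments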
MOR-DOR ag: agonists of human mu-delta opioid receptor heterodimerization | cells, OPRM1-OPRD1 heterodimerization, luminescence | activation, % at 9.3 µM | actives 0.3% (n = 340,000) | AID 504326; in the data active = activation above about 18%;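 also: 0% = vehicle-treated cells and 100% = reference agonist; values of inactives mirror those of a sister screen read the other way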
V-ATPase pH: regulators of yeast V-ATPase proton transport. S. cerevisiae, pHLuorin cytosolic pH fluorescence. AID 504577. response, % at 10 µM. actives 0.37% (n = 350,000); in the data active = response mostly above about 7.3%, no sharp cut-off; inactive = mostly below about 5.4%; also: actives read high; inactives centre near 0; some compounds called inactive have numbers as strong as hits; reference of the scale not given here
Wnt bcat act: activates Wnt/beta-catenin signaling in a reporter cell assay. activation, % at 9.35 µM. actives 1.2% (n = 300,000). activator, plate reader; in the data active = activation above about 30%, passing the limit was not always enough;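 also: 0% = neutral control wells and 100% = positive control wells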
OPRM1-OPRD1 inv: inverse agonist of human OPRM1-OPRD1 heterodimerization; P35372+P41143; cell-based MOR-DOR heterodimer luminescence, inverse agonism; inhibition, % at 9.3 µM; actives 0.21% (n = 340,000); AID 504357; in the data active = inhibition above about 22%, passing the limit was not always enough;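 also: 0% = cells with DMSO and 100% = wells without cells with DMSO; values of inactives mirror those of a sister screen read the other way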
Keap1 Nrf2 FP: inhibitors of human Keap1-Nrf2 protein-protein interaction; inhibition, % at 9.4 µM; Q14145; actives 0.15% (n = 340,000); AID 504523; Keap1 Kelch-Nrf2 peptide fluorescence polarization, 1536-well; in the data active = inhibition above about 12%;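 also: human Keap1 Kelch domain with fluorescein labeled Nrf2 9mer peptide probe; 0% = neutral control wells and 100% = peptide positive control; higher means more block of Keap1 binding to Nrf2 peptide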
Target sequence (Q14145 whole entry, looked up, the tested form may be a part): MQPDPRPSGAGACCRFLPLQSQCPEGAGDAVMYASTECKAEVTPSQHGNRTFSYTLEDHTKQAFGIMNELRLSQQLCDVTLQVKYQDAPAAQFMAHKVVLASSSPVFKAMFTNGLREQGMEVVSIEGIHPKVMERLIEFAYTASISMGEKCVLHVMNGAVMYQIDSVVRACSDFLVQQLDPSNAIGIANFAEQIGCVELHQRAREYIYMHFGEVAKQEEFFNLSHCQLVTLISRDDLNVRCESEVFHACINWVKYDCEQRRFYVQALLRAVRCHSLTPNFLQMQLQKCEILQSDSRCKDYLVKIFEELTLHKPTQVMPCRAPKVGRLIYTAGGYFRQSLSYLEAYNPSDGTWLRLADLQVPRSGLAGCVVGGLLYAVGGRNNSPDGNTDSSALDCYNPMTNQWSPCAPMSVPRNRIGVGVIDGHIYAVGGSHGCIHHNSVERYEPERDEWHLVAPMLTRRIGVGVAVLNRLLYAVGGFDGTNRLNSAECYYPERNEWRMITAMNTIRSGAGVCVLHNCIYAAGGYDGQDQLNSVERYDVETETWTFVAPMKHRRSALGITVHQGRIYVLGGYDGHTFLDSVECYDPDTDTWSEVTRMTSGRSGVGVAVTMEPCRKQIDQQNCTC
* = called active by the depositor; · = not tested or not shown. Not a hit list. About 3.1% of those tested had a hit in this group.

SMILES	Pemphigus Ab inh	Arrestin-AP2 inh	LANA DNA inh	RTF Ca sens inh	cardiac RTF act	MOR-DOR ag	V-ATPase pH	Wnt bcat act	OPRM1-OPRD1 inv	Keap1 Nrf2 FP
COc1cc(/C=N/NC(=O)c2ccncc2)ccc1OC(C)=O	98.6	1.6	-1.6	-16.8	0.4	-3.0	2.0	1.6	13.8	-7.1
CN(C)C(=O)c1ccc(NC(=O)COC(=O)CCN=C2NS(=O)(=O)c3ccccc32)cc1	102.5	4.1	0.7	-7.8	0.6	1.0	-0.1	-2.5	-5.3	-1.3
C(=N\N(c1ccccc1)c1ccccc1)/c1ccc(N2CCOCC2)s1	102.0	-19.4	-0.5	10.9	1.3	-0.5	-1.5	-4.3	2.9	-1.2
O=C(Nc1ccc(Br)cc1)C1C2C=CC3(O2)C1C(=O)N(CCN1CCCCC1)C3C(=O)NC1CCCCC1 (centres undefined)	·	1.8	1.4	1.8	-4.2	2.1	3.0	-0.7	-16.1	5.3
C=CCN(C(=O)CCC(=O)Nc1cc(C)on1)C(C(=O)NC1CCCC1)c1ccc(C)cc1 (centres undefined)	100.6	6.0	3.0	-6.6	-3.6	0.7	-2.4	-1.1	-5.6	-1.6
O=C1C(=NO)CCc2ccccc21	89.3	1.0	-1.3	-12.3	2.6	9.6	4.7	0.4	-49.3	-4.3
Cc1cc(C)n(-c2ccc(C(=O)Nc3ccc4c(c3)OCCO4)cc2)n1	97.8	-7.2	-1.8	-3.1	-3.9	-0.1	-2.5	·	0.6	-0.2
CC(=O)Nc1ccc(NC(=O)C2CCC(N3C(=O)C4C5C=CC(C6CC56)C4C3=O)CC2)cc1 (centres undefined)	·	0.1	-1.4	-2.0	-4.3	-3.4	3.1	-1.0	17.6	-1.3
CCOc1ccccc1NC(=O)C1CCCN(C(=O)Nc2ccccc2)C1 (centres undefined)	·	25.5	2.9	-15.3	-7.8	-1.0	2.8	-2.2	6.2	-2.5
CC1CCCN(C(=O)c2nn(C)c3c2CSc2ccccc2-3)C1 (centres undefined)	95.5	10.5	-0.5	-4.5	1.1	-1.2	-0.9	1.3	7.1	-11.9
CCOC(=O)N1CCN(CC(=O)N2CCC(C(N)=O)CC2)CC1	103.1	-3.2	-0.3	8.0	2.9	-1.5	4.5	-2.5	8.1	-2.4
COCCN(Cc1ccccc1)C(=O)c1cc(-c2ccc(OC)c(OC)c2)nc2ccccc12	104.1	10.7	-0.6	-1.7	-3.0	2.2	-2.5	2.4	-8.9	0.4
COc1cc2ccccc2cc1C(=O)N(CCN(C)C)c1nc2ccc(C)cc2s1	·	45.3	0.1	7.5	-4.2	4.1	-2.0	0.9	-21.8	-4.3
COC(=O)CC(c1ccc(C(C)C)cc1)n1cccc1 (centres undefined)	101.0	3.0	-1.5	3.1	3.0	2.0	1.2	-1.2	-10.9	-0.1
CCCNC(=O)N1CCN(C(=O)NCCC)CC1	107.2	31.3	-0.4	5.1	1.4	0.0	-5.2	8.3	-0.2	-3.6
CC(C)CNC(=O)c1cc(-c2ccc3c(c2)OCO3)on1	96.5	0.1	-1.2	5.0	-4.7	-0.9	0.3	35.0*	5.0	1.1
CCCOc1ccc(N2C(=O)CC(NCc3ccc(S(N)(=O)=O)cc3)C2=O)cc1 (centres undefined)	99.0	-6.8	-1.7	4.3	-2.3	-1.3	8.2	-0.9	7.5	-0.7
N#C/C(=C\c1c(F)cccc1Cl)C(=O)NC1CC1	97.8	19.5	1.1	-12.3	2.7	2.8	-5.3	0.2	-19.1	-4.1
CCOc1cc(NC(=O)C2CCCCC2)c(OCC)cc1NC(=O)c1ccco1	102.0	-8.8	0.9	-13.8	4.7	-2.8	2.5	-2.7	17.4	-0.2
Cc1cccc(Oc2sc(C(=O)c3ccccc3)c(N)c2C#N)c1	·	-3.7	-1.6	3.5	-3.2	4.1	-1.0	·	-17.1	-1.9
CCOC(=O)C1=C(COC(=O)c2ncc(Cl)c(Cl)c2Cl)NC(=O)NC1C (centres undefined)	98.0	-4.7	-0.2	0.3	-5.0	1.3	-2.1	-1.4	-8.6	4.4
O=C(Nc1cccnc1N1CCOCC1)c1ccco1	88.3	6.5	-0.3	4.8	5.1	1.5	5.2	41.1*	-8.8	5.0
O=C(NNc1nc2c(F)cccc2s1)C1=COCCO1	89.8	-5.5	0.8	-5.2	2.5	-0.2	-1.6	0.2	0.9	-5.4
CCN(CC)C(=O)c1nc[nH]c1C(=O)O[C@@H](C)c1ccccc1	99.0	-5.4	1.6	-14.6	-6.7	-3.4	0.5	-0.9	19.4	-2.0
Cc1cc(NC(=O)COc2cccc(Oc3ccccc3)c2)no1	102.6	17.4	0.1	7.1	7.1	-0.7	5.0	·	3.9	-4.3
SMILES	Pemphigus Ab inh	Arrestin-AP2 inh	LANA DNA inh	RTF Ca sens inh	cardiac RTF act	MOR-DOR ag	V-ATPase pH	Wnt bcat act	OPRM1-OPRD1 inv	Keap1 Nrf2 FP
CN(Cc1nccn1C)C(=O)CC1C(=O)NCCN1CC(c1ccccc1)c1ccccc1 (centres undefined)	99.5	20.1	-0.2	-6.4	0.5	-0.3	2.4	0.4	1.7	-5.0
C=CC[C@@H](CC(=O)N[C@H](CO)Cc1ccccc1)C(=O)N[C@H](COC(=O)[C@@H](CC=C)Cc1ccc(F)cc1)C(C)(C)C	101.0	4.0	-0.4	1.3	-4.5	4.5	1.2	-4.1	-27.6	1.2
COC(=O)/C=C/c1c(C)[nH]c(=O)[nH]c1=O	100.7	24.1	2.2	-5.8	-3.8	-0.4	11.8	2.0	2.3	0.8
Cc1ccc(CN2CCN(c3ncccn3)CC2)c(C)c1	112.7	21.6	-0.4	-0.2	4.4	2.5	0.8	-2.1	-13.9	-3.3
O=C(CC(=O)Nc1cccc(F)c1)Nc1cccc(F)c1	121.8	11.9	-1.6	-4.3	-2.0	2.5	-0.6	-0.1	-12.2	0.5
O=C(NCCCn1ccnc1)c1ccc(Cl)cc1	94.7	10.6	0.0	-2.9	6.0	-1.4	-1.0	1.7	6.9	-2.2
Cc1ccc(NC(=O)CSc2nnc(NC(=O)C3CC3)s2)cc1	109.5	-19.9	0.5	-0.1	-1.2	-3.2	0.3	1.1	17.0	2.2
CCc1ccc(N2CN(CCc3ccccc3)CNC2=S)cc1	108.8	11.3	·	·	·	·	-6.3	-2.5	·	·
CN(Cc1ccccc1)S(=O)(=O)c1csc(C(N)=O)c1	·	31.4	-0.3	-3.8	1.3	0.5	-1.9	-0.7	-2.5	-3.8
CC(C)(c1cc(Br)c(O)c(Br)c1)c1cc(Br)c(O)c(Br)c1	105.3	10.2	2.0	5.3	-5.3	-0.1	4.3	-0.9	0.3	-2.5
Cc1ccc(CNC(=O)C(OC(=O)c2cccs2)C(C)C)cc1 (centres undefined)	102.7	19.8	-0.3	-5.7	-3.9	-1.6	-4.0	-0.3	8.3	2.0
CC(Sc1nc(-c2ccccc2)cc(C(F)(F)F)n1)C(=O)Nc1ccc2c(c1)OCO2 (centres undefined)	98.3	47.2	-1.7	0.3	5.8	-0.2	-3.4	0.8	0.8	-1.5
CCC(C)NC(=O)C1CC(c2ccc(OC)cc2)=NO1 (centres undefined)	108.9	-7.7	0.2	-1.8	-0.6	-0.3	-2.8	·	1.9	-5.1
C[C@H](CO)N1C[C@H](C)[C@@H](CN(C)C(=O)Nc2ccc3c(c2)OCO3)Oc2ccc(NC(=O)Nc3ccc(C(F)(F)F)cc3)cc2C1=O	95.2	·	-1.1	0.0	-3.8	0.7	2.8	-3.0	-4.0	-5.0
CCn1cc(C2=NOC(C(=O)Nc3c(C)nn(Cc4ccc(F)cc4)c3C)C2)c(C)n1 (centres undefined)	102.1	8.8	0.9	-11.7	-0.2	-1.4	0.1	-1.7	8.0	0.9
O=C1C=CC(=O)N1Nc1ccc(Br)cc1	100.6	-8.5	0.8	1.9	12.1	-0.1	-3.4	-0.7	0.7	-4.2
NC(=O)c1ccccc1N/C=C1\CCCCC1=O	85.6	0.4	-0.2	-2.5	0.5	0.1	3.5	0.0	-0.7	-2.1
CCN(C[C@H]1N[C@@](CC)(C(=O)OC)[C@H]2C(=O)N(Cc3ccccc3)C(=O)[C@@H]12)S(=O)(=O)c1ccc(C(C)(C)C)cc1	94.1	38.3	0.2	-5.9	-4.7	-3.5	-0.7	-1.3	16.6	0.5
CCn1c(-c2cccn(Cc3ccc(Cl)cc3Cl)c2=O)n[nH]c1=S	102.6	0.2	0.6	-10.9	2.8	-3.5	-1.5	-1.2	18.3	4.7
C=CCn1c(-c2cccn(Cc3cccc(Cl)c3)c2=O)n[nH]c1=S	·	23.1	0.2	-0.7	-3.9	-1.5	0.5	·	7.6	-0.2
Cc1ccc(-c2nc3nc4ccccc4nc3n2Cc2ccco2)cc1	105.5	-1.6	0.9	-5.2	-7.6	1.4	-3.5	19.7	-7.3	-6.9
Cc1ccc(-c2nn3c(C)nnc3c3ccccc23)cc1S(=O)(=O)NCc1ccco1	105.1	-11.6	1.0	-4.7	-2.5	-1.7	5.0	·	9.4	-13.8
Cc1ccc(NC(=S)N/N=C/c2ccc([N+](=O)[O-])s2)cc1	90.4	3.5	0.0	-5.4	-0.1	7.4	1.2	-0.8	-44.5	5.5
COc1ccc(-n2c(SCC(=O)Nc3ccccc3)nc(O)cc2=O)cc1	·	1.4	-1.0	-8.0	-0.2	-0.9	1.2	-0.4	4.3	-0.4
CS(=O)(=O)NN1C(=O)c2ccccc2NC1c1cc2ccccc2nc1Cl (centres undefined)	85.2	-5.4	-0.4	-6.0	-3.9	-1.0	2.6	52.1*	6.0	-1.1
CC(C)C[C@H](NC(=O)Nc1cccc(Cl)c1)C(=O)O	105.1	28.3	-2.0	-8.1	-7.4	-0.6	-2.8	·	3.2	1.8
O=C(CN1C(=O)NC2(CCCCCCC2)C1=O)NCc1cccs1	94.4	2.6	-0.1	0.5	0.8	-1.1	2.3	-3.3	5.5	-0.3
Cc1ccc2cc(CN(Cc3cccs3)Cc3nnnn3CC3CCCO3)c(=O)[nH]c2c1C (centres undefined)	78.5	23.9	-0.3	3.7	6.4	1.5	-2.0	·	-9.5	1.4
O=C(Oc1ccc(=O)n(-c2ccccc2)n1)c1ccc(F)cc1	102.8	1.2	0.4	-25.6	0.3	2.2	-1.0	0.3	-11.0	-27.7
Cc1nn(CC(=O)NCc2ccccc2Cl)c(C)c1[N+](=O)[O-]	100.8	3.2	-2.1	-10.0	-1.8	-1.0	-0.2	·	5.8	5.2

Shown as a hit in Wnt bcat act (from the list above):
| SMILES | Pemphigus Ab inh | Arrestin-AP2 inh | LANA DNA inh | MOR-DOR ag | V-ATPase pH | Wnt bcat act | OPRM1-OPRD1 inv | Keap1 Nrf2 FP |
| --- | --- | --- | --- | --- | --- | --- | --- | --- |
| CC(C)CNC(=O)c1cc(-c2ccc3c(c2)OCO3)on1 | 96.5 | 0.1 | -1.2 | -0.9 | 0.3 | 35.0* | 5.0 | 1.1 |
| O=C(Nc1cccnc1N1CCOCC1)c1ccco1 | 88.3 | 6.5 | -0.3 | 1.5 | 5.2 | 41.1* | -8.8 | 5.0 |
| CS(=O)(=O)NN1C(=O)c2ccccc2NC1c1cc2ccccc2nc1Cl (centres undefined) | 85.2 | -5.4 | -0.4 | -1.0 | 2.6 | 52.1* | 6.0 | -1.1 |

From PubChem
